Compound activity (PubChem BioAssay)
CASP6 VEID inh = human caspase-6 inhibitors, primary screen, biochemical, VEID-R110 fluorescence, single point, set 2 | inhibition, % at 12.5 µM | actives 0.53% (n = 350,000) | purified caspase-6, Z-VEID-R110 cleavage fluorescence;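 active = mean inhibition across replicates at least about 35%, with every replicate also reaching that limit, limit read from the data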;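 note: 0% = median of neutral control wells and 100% = no fluorescence left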
Target sequence (P55212 24-179 limits assumed): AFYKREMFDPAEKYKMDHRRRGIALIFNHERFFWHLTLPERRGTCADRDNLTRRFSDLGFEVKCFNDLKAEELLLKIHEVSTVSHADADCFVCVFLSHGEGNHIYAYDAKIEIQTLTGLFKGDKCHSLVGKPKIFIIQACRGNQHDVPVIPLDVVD
Target sequence (P55212 194-293 limits assumed): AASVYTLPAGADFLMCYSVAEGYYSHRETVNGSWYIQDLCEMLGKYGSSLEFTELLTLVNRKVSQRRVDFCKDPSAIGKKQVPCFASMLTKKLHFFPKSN
PAX8 inh HTS = inhibitors of PAX8-driven TPO luciferase reporter, primary screen, RMG-I cells, single concentration. SteadyGlo, 24 h. inhibition, % at 12.6 µM. actives 1.2% (n = 360,000). AID 652154, 2013;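 active = mean replicate inhibition at least 60% with every replicate also reaching 60%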;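 note: luciferase light reporting Pax8 driven TPO promoter activity; plate controls were median of neutral control wells for no effect and mitoxantrone controls for full effect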
miR-122 sensor = miR-122 Renilla sensor signal increase in Huh7, primary screen, miR-122 inhibitor project, cell-based, single point, plate reader. Huh7 miR-122 Renilla luciferase sensor, 48 h; neutral wells = 0, positive control = 100. activation (reporter increase), % at 12.5 µM. actives 0.3% (n = 340,000);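 active = mean replicate activation score at least 90 and every replicate individually at or above 90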;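 note: higher luciferase means less miR-122 activity so hits act as miR-122 inhibitors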
PGC1a acetyl inh = inhibitors of PGC1a acetylation signal, primary screen, cell-based, U2OS, AlphaScreen, inhibitor mode; AlphaScreen anti-acetyl-lysine; with virally co-expressed GCN5 acetyltransferase; inhibition, % at 15.6 µM; actives 0.17% (n = 350,000);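 active = every replicate shows inhibition of at least 40%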;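 note: 0% = neutral control wells and 100% = positive control wells; some results beyond the cut were filed as inactive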
Cneo AK release = Cryptococcus neoformans cell lysis inducers, primary screen, AK release luminescence, single concentration. actives 0.2% (n = 360,000). C. neoformans lysis, adenylate kinase release luminescence, 4 h; normalised: neutral wells 0, clomiphene wells 100. lysis activity, % at 15 µM;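 active = mean lysis activity across replicates of at least 80%, whatever share of replicates individually reach that level; inactive = mean lysis activity below 80%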
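Assay system: Cryptococcus neoformans yeast cells / Dosing: single-point compound dose / Timing: 4 h at 37 °C static, read 1 h later / Measured by: luminescence of released adenylate kinase using an AK detection reagent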
EWS-Fli block = EWS/Fli-driven NR0B1 reporter inhibitors, primary screen, A673 cells, NR0B1 luciferase, luminescence, MLPCN library; viability-normalised; inhibition, % at 12.6 µM; AID 651661, 2012; actives 0.67% (n = 350,000);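 active = mean inhibition of at least 50% after viability correction, with every replicate also passing that limit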;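 note: firefly luciferase signal divided by Alamar Blue viability fluorescence both relative to DMSO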
FN deposit inh = inhibitors of fibronectin matrix deposition, primary screen, AH1F cells, Alexa488-fibronectin fluorescence, plate reader. AH1F fibroblasts, overnight. actives 0.086% (n = 350,000). inhibition, % at 12.6 µM;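 active = mean inhibition across replicates of 30% or more, regardless of how many single replicates reach that level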;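 note: positive control wells lacked labelled fibronectin entirely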
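Material: AH1F fibroblast monolayer depositing Alexa488-labelled fibronectin into matrix / Amount: 10000 AH1F cells per well / Signal: fluorescence 485/525 nm / Medium: DMEM, 2% serum / Compound: single dose, pinned / Incubation: 1 h cell adhesion before compound, then overnight fibronectin incubation / Reagent: Alexa488-FN, 24 nM final / Read-out: inhibition of fibronectin deposition signal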
LGR2 antag = inhibitors of bursicon-induced LGR2 CRE-luciferase signal, primary screen, cell-based, HEK293, CRE-luciferase reporter, bursicon stimulation. Drosophila bursicon receptor LGR2 (rickets). inhibition, % at 9.99 µM. AID 720647, 2013. bursicon-stimulated, 4 h. actives 0.35% (n = 380,000);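 active = drop in luminescence signal, shown as inhibition above about 50% in the replicate tests, limit read from the data, passing the limit was not always enough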;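 note: agonist challenge used bursicon conditioned medium at about half maximal strength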
* hit, by the source's call; x = not tested or not shown; & = joins results of further samples; [ ] = dose if it differs, or a comment.

SMILES	CASP6 VEID inh	PAX8 inh HTS	miR-122 sensor	PGC1a acetyl inh	Cneo AK release	EWS-Fli block	FN deposit inh	LGR2 antag
Cc1ccc(N2CN(Cc3cccnc3)CNC2=S)cc1	x	-32	0	1	-2	x	x	-7
COC(=O)c1c(NC(=O)c2ccco2)sc2c1CCN(C(C)=O)C2	3	-9	x	x	3	x	2	-13
O=C(C(=O)N1CCC(CNS(=O)(=O)c2ccc(C(F)(F)F)cc2)CC1)c1cccs1	-1	23	x	x	x	18	16	6
CSc1ccccc1NC(=O)CN(C)CC(=O)NCc1ccccc1	-3	22	x	-4	x	6	2	7
O=C(CCC(=O)N1CCOc2ccccc21)N1CCCCC1	-1	-12	-12	2	1	-2	-4	-1
N#CCN(C(=O)COC(=O)C1CC2CCCC(C1)C2=O)c1ccccc1 (centres undefined)	3	-10	-1	-10	7	-3	6	0
C[C@@H]1CCCCO[C@@H](CN(C)Cc2ccc3c(c2)OCO3)[C@H](C)CN([C@@H](C)CO)C(=O)c2cc(NS(=O)(=O)c3cccs3)ccc2O1	x	-21&1	-5&-11[16.7 µM]	7&-3	37&1	12&-2	x	-3
CC[C@]1(c2cccc(C)c2)C(=O)N(C(=O)OC)N1C(=O)OC	2	-6	1	x	3	-5	2	0
NC(CCc1ccccc1)c1csc(NC(=O)Nc2cccc(Cl)c2)n1 (centres undefined)	-3	-5	0	-4	0	13	0	-9
O=C(CN1CCC(C(=O)c2cccc(F)c2)CC1)NCc1cccs1	1	2	x	-49	x	3	0	x
Clc1ccccc1-c1ccc2ncnc(NCc3cccnc3)c2c1	2	6	-11	x	-2	0	7	7
CCCCN(C(=O)C1=COCCO1)c1c(N)n(CCCC)c(=O)[nH]c1=O	0	2	-7	7	3	-5	8	-3
C[C@@H]1CCCCO[C@H](CN(C)Cc2ccc(C(=O)O)cc2)[C@@H](C)CN([C@@H](C)CO)C(=O)c2cc(N(C)C)ccc2O1	x	-14	5[16.7 µM]	3	x	-5	-7	8
Cc1noc(C)c1NC(=O)N[C@H]1C=C[C@@H](CC(=O)Nc2ccc(-c3ccccc3)cc2)O[C@@H]1CO	4	-5	-9[16.7 µM]	-12	1	-1	-7	20
C[C@@H](NC(=O)C[C@@H]1C=C[C@@H](NS(=O)(=O)c2cccc(F)c2)[C@@H](CO)O1)c1ccccc1	2	8	x	2	-1	-2	3	-19
COc1ccccc1NC(=O)Nc1ccc2c(c1)C(=O)N(C)C[C@H](OC)[C@@H](C)CN(C)[C@@H](C)CO2	x	-10	x	6	0	5	7	-3
Cc1ccc(S(=O)(=O)Nc2ccccc2C(C(=O)OC(C)(C)C)C(=O)OC(C)(C)C)cc1	-1	6	x	x	x	11	6	2
CCc1ccc2[nH]c(C)c(CN3CCCCCC3)c(=O)c2c1	-10	-13	-8	-7	-1	7	0	5
CCOc1ccc(NC(=O)CN(C)CC(=O)Nc2cccc(Cl)c2C)cc1OCC	x	11	23	-14	2	x	3	x
O=C(NC(=C(Cl)Cl)S(=O)(=O)c1ccc(Cl)cc1)c1ccccc1	39*	31	0	-51	0	20	3	27
N#CCCn1cc(/C=N/O)c(-c2ccccc2)n1	-1	x	-6	8	0	-2	x	1
O=C(CSc1nnnn1C1CCCC1)NCCc1ccccc1	-6	-22	-7	1	3	-16	-7	-18
CCCCC(=O)N1C/C=C\C(c2ccc(OC)cc2)N(Cc2ccc(F)cc2)C(=O)C1 (centres undefined)	-2	6	-2	-3	0	4	9	1
C[C@H](CO)N1C[C@H](C)[C@@H](CN(C)C(=O)Nc2ccc(F)cc2)Oc2c(NC(=O)C3CC3)cccc2C1=O	-1	-40	5[16.7 µM]	4	0	-4	x	-10
Cc1cc(=O)c(C(=O)O)nn1-c1cccc(C(F)(F)F)c1	0	-4	x	x	-5	3	9	19

2 compounds from above, showing only LGR2 antag:
SMILES,LGR2 antag
C[C@@H]1CCCCO[C@H](CN(C)Cc2ccc(C(=O)O)cc2)[C@@H](C)CN([C@@H](C)CO)C(=O)c2cc(N(C)C)ccc2O1,8
Cc1noc(C)c1NC(=O)N[C@H]1C=C[C@@H](CC(=O)Nc2ccc(-c3ccccc3)cc2)O[C@@H]1CO,20

In a second layout: 4 of the compounds above.
Below each compound – CASP6 VEID inh, PAX8 inh HTS, miR-122 sensor, PGC1a acetyl inh, Cneo AK release, EWS-Fli block, FN deposit inh, LGR2 antag
Cc1noc(C)c1NC(=O)N[C@H]1C=C[C@@H](CC(=O)Nc2ccc(-c3ccccc3)cc2)O[C@@H]1CO
    4, -5, -9[16.7 µM], -12, 1, -1, -7, 20
C[C@@H](NC(=O)C[C@@H]1C=C[C@@H](NS(=O)(=O)c2cccc(F)c2)[C@@H](CO)O1)c1ccccc1
    2, 8, x, 2, -1, -2, 3, -19
COc1ccccc1NC(=O)Nc1ccc2c(c1)C(=O)N(C)C[C@H](OC)[C@@H](C)CN(C)[C@@H](C)CO2
    x, -10, x, 6, 0, 5, 7, -3
Cc1ccc(S(=O)(=O)Nc2ccccc2C(C(=O)OC(C)(C)C)C(=O)OC(C)(C)C)cc1
    -1, 6, x, x, x, 11, 6, 2

(continued)
SMILES	CASP6 VEID inh	PAX8 inh HTS	miR-122 sensor	PGC1a acetyl inh	Cneo AK release	EWS-Fli block	FN deposit inh	LGR2 antag
CCc1ccc(NC(=O)CSc2nc(=O)n(CCN(C)C)c3c2CCCC3)cc1	4	2	x	x	x	0	-1	1
CCn1c(SCC(=O)N2CCOCC2)nc2ccccc21	x	12	x	-2	x	-26	5	-15
O=C(CCC1CCN(C(=O)c2ccccc2Cl)CC1)NCc1ccc(F)cc1	1	0	x	x	0	4	6	3
CCC1CN(C(=O)N2CCC(C(=O)NCc3cc(OC)c(OC)c(OC)c3)CC2)c2ccccc2O1 (centres undefined)	2	6	-2	-2	-1	x	-14	1
CCOC(=O)CC(=O)Nc1ccsc1C(N)=O	3	-1	x	x	x	0	-1	16
Cc1ccc(N2C(=O)c3ccccc3C2Nc2ccc(S(=O)(=O)N3CCOCC3)cc2)nc1 (centres undefined)	1	-27	x	x	-4	-41	-4	-20
Cc1ccccc1-c1ccc2c(c1)O[C@H](CN(C)C(=O)Nc1ccc(F)cc1)[C@@H](C)CN([C@H](C)CO)S2(=O)=O	x	20	-1[16.7 µM]	22	-4	29	x	21
CC[C@H](C)[C@H](NC(=O)OCc1ccccc1)C(=O)OCC(=O)Nc1ccc(N2CCOCC2)cc1	4	-6	22	-5	x	-7	-10	1
CCSC(=Nc1ccccc1)N1CCOCC1	-1	8	5	4	0	7	4	4
CCC1CCC2(CC1)NC(=O)N(CC(=O)Nc1cc(C)on1)C2=O (centres undefined)	x	3	-3	2	-5	x	-3	3
CS(=O)(=O)N(CC(=O)Nc1ccc(F)cc1F)c1cccc([N+](=O)[O-])c1	x	17	-1	-40	1	x	5	x
CCOC(=O)CC(=O)NC(C)(C)CCCCC(C)(C)NC(=O)CC(=O)OCC	4	4	x	x	0	-3	-6	4
CCOc1ccc(NC(=O)CSc2nc3c(c(=O)n2C)SC(C)C3)cc1 (centres undefined)	-3	6	-6	6	2	11	-3	18
CC1CCN(C(=O)COC(=O)Cn2cnc3ccccc32)CC1	-5	12	7	4	10	7	x	23
COc1ccc(CC(=O)OCC(=O)N(C)C2CCS(=O)(=O)C2)cc1OC (centres undefined)	9	-10	x	x	1	-3	-3	8
O=C(Nc1ccccc1)N1C[C@H]2[C@@H](c3ccccc31)[C@@H](CO)N2C(=O)c1ccccn1	-3	-87	132*[16.7 µM]	3	8	2	x	-5
CC(=O)Nc1ccc(S(=O)(=O)NC2(C(F)(F)F)NC(=O)N(c3ccccc3F)C2=O)cc1 (centres undefined)	-3	-9	-3	6	x	-2	-1	19
COc1ccc(NC2CCCN(C(=O)CCN3CCCC3=O)C2)cc1 (centres undefined)	0	4	-2	5	-2	6	-1	8
Cc1cccc(NC(=O)CSc2nc3nc4c(cc3c(=O)n2-c2ccccc2)CCCC4)c1	x	5	-2	-13	-4	x	10	0
Cc1cc(C)nc(SC(C)CNS(=O)(=O)c2ccccc2)n1 (centres undefined)	-2	-3	-3	-1	x	13	3	2
COc1ccccc1-c1cn[nH]c(=S)n1	x	x	1	-5	0	x	-5	x
CC(=O)Nc1nnc(Cc2c[nH]c3ccccc23)s1	0	8	x	7	x	14	15	-33
O=C(Nc1nnc([C@H]2C[C@H](O)[C@@H](CO)O2)s1)Nc1ccc(F)cc1F	1	-32	-42	x	0	-4	8	2

Four of the compounds above, with each value named:
> CC[C@H](C)[C@H](NC(=O)OCc1ccccc1)C(=O)OCC(=O)Nc1ccc(N2CCOCC2)cc1
- CASP6 VEID inh = 4
- PAX8 inh HTS = -6
- miR-122 sensor = 22
- PGC1a acetyl inh = -5
- Cneo AK release = x
- EWS-Fli block = -7
- FN deposit inh = -10
- LGR2 antag = 1

> CCSC(=Nc1ccccc1)N1CCOCC1
- CASP6 VEID inh = -1
- PAX8 inh HTS = 8
- miR-122 sensor = 5
- PGC1a acetyl inh = 4
- Cneo AK release = 0
- EWS-Fli block = 7
- FN deposit inh = 4
- LGR2 antag = 4

> CCC1CCC2(CC1)NC(=O)N(CC(=O)Nc1cc(C)on1)C2=O (centres undefined)
- CASP6 VEID inh = x
- PAX8 inh HTS = 3
- miR-122 sensor = -3
- PGC1a acetyl inh = 2
- Cneo AK release = -5
- EWS-Fli block = x
- FN deposit inh = -3
- LGR2 antag = 3

> CS(=O)(=O)N(CC(=O)Nc1ccc(F)cc1F)c1cccc([N+](=O)[O-])c1
- CASP6 VEID inh = x
- PAX8 inh HTS = 17
- miR-122 sensor = -1
- PGC1a acetyl inh = -40
- Cneo AK release = 1
- EWS-Fli block = x
- FN deposit inh = 5
- LGR2 antag = x

The order is random; any-hit rate near 2.5%.
